From PubChem
HSF1 inhib: HSF1 inhibition. NIH3T3-HGL HSE-luciferase, MG132-induced, luminescence 8 h; hits give low values. hit rate 0.77% among 300,000. activity change, negative = inhibition, % at 7.5 µM (by protocol);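 active means more than half of replicate wells show activity change below -50%, luminescence cut by over half; inconclusive means some wells, but at most half, below -50%; inactive means no replicate well below -50%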;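 further: luciferase reports HSF-1 transcriptional activity via heat shock element; 0% = median of DMSO wells and -100% = zero luminescence signal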
AI-2 QS mod: modulates the Vibrio harveyi AI-2 quorum sensing system. Vibrio harveyi JMH597 AI-2 luminescence/OD600 ratio, 9 h; hits give low values; strain lacks LuxN and CqsS sensors; 0 = neutral-control median. activity change, % at 7.5 µM. hit rate 0.4% among 300,000; in the data active means activity change below about -75%, passing the limit was not always enough; inconclusive means no clear call, values can overlap the other calls;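 further: luminescence divided by OD600 gain over 9 h not by final OD600 alone; inactives centre near 13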
HSP90 inh: inhibitors of HSP90 luciferase refolding in rabbit reticulocyte lysate | inhibition, % at 5.6 µM | hit rate 0.91% among 290,000 | luciferase refolding luminescence, 3 h;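 active means inhibition above the screen-wide mean plus 3 SD, computed separately per campaign, cut at about 16% in these data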;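 further: 0% = DMSO wells and 100% = 60 µM geldanamycin wells; inhibitors lower the luminescence because luciferase stays unfolded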
GSK3beta inhib: inhibitors of human GSK3beta kinase; GST-GSK3beta kinase, ADP-Glo luminescence, 60 min; hits give low values; AID 2097; activity score (negative = inhibition), % at 10 µM; P49841; hit rate 0.038% among 300,000;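 active means more than half of replicate wells score below -50%, meaning over 50% inhibition versus plate controls; inconclusive means some replicates but at most half score below -50%; inactive means no replicate scores below -50%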;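 further: 0% = median DMSO wells and -100% = median GW8510 positive control wells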
Target sequence (P49841 whole entry, looked up): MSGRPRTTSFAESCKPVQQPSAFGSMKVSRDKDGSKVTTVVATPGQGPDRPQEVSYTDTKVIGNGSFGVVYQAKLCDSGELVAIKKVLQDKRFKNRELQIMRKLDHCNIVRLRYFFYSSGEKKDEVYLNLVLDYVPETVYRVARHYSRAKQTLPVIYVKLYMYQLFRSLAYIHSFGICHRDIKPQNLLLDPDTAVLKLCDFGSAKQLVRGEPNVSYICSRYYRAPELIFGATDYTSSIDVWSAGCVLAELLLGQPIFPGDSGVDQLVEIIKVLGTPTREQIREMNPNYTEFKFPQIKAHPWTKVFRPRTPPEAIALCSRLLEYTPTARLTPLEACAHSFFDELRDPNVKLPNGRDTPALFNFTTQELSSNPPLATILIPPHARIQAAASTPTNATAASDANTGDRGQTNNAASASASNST
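test system = GST-tagged human GSK3beta kinase, cell-free | reagent = 25 µM ATP with peptide substrate | dosing = one dose of 10 µM per compound | schedule = 60 min reaction, RT | detection = luminescent ADP-Glo measurement of ADP formed | control set = DMSO neutral wells and GW8510 at 20 µM as positive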
GSK3A inh: inhibitors of human GSK-3 alpha kinase. ADP-Glo luminescence, 60 min. hit rate 0.1% among 320,000. inhibition, % at 10 µM. P49840. AID 2650;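 in the data active means inhibition above about 50%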;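 further: GST-tagged GSK-3 alpha with peptide substrate and 25 µM ATP; 0% = DMSO neutral wells and 100% = GW8510 positive control wells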
Target sequence (P49840 whole entry, looked up): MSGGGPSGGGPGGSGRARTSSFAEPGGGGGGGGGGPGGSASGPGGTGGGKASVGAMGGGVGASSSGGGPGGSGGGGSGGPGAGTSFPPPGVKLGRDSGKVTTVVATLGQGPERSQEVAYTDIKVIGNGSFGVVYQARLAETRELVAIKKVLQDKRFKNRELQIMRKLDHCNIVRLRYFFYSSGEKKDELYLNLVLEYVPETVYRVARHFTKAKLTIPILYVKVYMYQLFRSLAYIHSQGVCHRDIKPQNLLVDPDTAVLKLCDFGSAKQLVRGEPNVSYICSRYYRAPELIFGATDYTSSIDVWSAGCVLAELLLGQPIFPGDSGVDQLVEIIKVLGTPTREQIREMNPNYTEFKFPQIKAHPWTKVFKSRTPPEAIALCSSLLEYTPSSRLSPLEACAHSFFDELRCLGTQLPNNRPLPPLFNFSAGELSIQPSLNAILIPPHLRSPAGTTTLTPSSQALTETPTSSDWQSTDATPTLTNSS
Platelet DG rel: modulates dense granule release in human platelets | human platelet-rich plasma, SFLLRN dense granule ATP release, luminescence | hit rate 0.22% among 300,000 | inhibition, %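 (compounds screened at 7.5 µM in platelet-rich plasma)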 | AID 1663;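 active means mean replicate score, as percent of positive control, at or above 50; inconclusive means mean below 50 but at least one replicate at or above 50; inactive means mean and every replicate below 50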
HDAC3 inhib: blocks human histone deacetylase 3 | O15379 | hit rate 0.15% among 320,000 | AID 2718 | inhibition, % at 8.3 µM | recombinant HDAC3, fluorogenic peptide/trypsin coupled, fluorescence; in the data active means inhibition above about 26%, passing the limit was not always enough; inconclusive means no clear call, values can overlap the other calls
DYRK1A inh: inhibitors of rat Dyrk1A kinase; Q63470; ADP-Glo luminescence, NFATc1 peptide; inhibition, % at 12.5 µM; hit rate 0.43% among 310,000; in the data active means inhibition above about 50%;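 further: plate controls were vehicle with enzyme for no effect and no enzyme for full effect; many of its hits are not listed in these tables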
HSF1 activator: increases HSF-1 driven luciferase reporter signal | NIH3T3-HGL HSF-1 luciferase reporter, MG132, 8 h; 100% = twice DMSO control signal | activation, % at 9 µM | hit rate 1.7% among 300,000 | AID 504408;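 active means mean replicate activation of at least 50% with a set share of replicates each reaching 50%; inconclusive means only one of those two conditions met; inactive means mean below 50% and too few replicates reaching it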;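 further: 0% = median of the neutral control wells and 100% = twice that signal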
PolyA inhibitor: blocks polyadenylation in yeast reporter cells; calls only at 12 µM; S. cerevisiae SKY197-pL101 polyadenylation reporter, beta-gal luminescence; efflux-impaired pdr1/pdr3 knockout yeast; score 100 = 6 SD above DMSO; hit rate 0.02% among 300,000;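 active means lowest replicate activity score at least 50, where 100 means six control SD above control mean; inconclusive means lowest score under 50 but half or more replicates reach 50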;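 further: yeast exposed to compound for 9 h at 30 °C; higher score means more reporter readthrough which indicates perturbed polyadenylation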
* hit, by the source's call; i = inactive; ? = inconclusive; . = not tested or not shown. Some of the compounds tested (hit frequency here may not be typical).

SMILES | HSF1 inhib | AI-2 QS mod | HSP90 inh | GSK3beta inhib | GSK3A inh | Platelet DG rel | HDAC3 inhib | DYRK1A inh | HSF1 activator | PolyA inhibitor
Oc1ccc(-n2cnnn2)cc1 | 0.2 | 22.8 | 4.2 | 2.2 | 1.4 | -1.5 | 3.0 | 23.9 | -1.8 | i
CSc1cccc(CN2CCCC(CO)(Cc3cccc(Cl)c3)C2)c1 (centres undefined) | 1.7 | 20.5 | 1.4 | 0.4 | -1.9 | 3.1 | 0.6 | 2.6 | 4.5 | i
O=c1cc(O)c2c(=O)n(-c3ccccc3)c3ccccc3c2o1 | -24.8 | 15.2 | -6.3 | -1.1 | 1.6 | -1.4 | -0.3 | 1.6 | -36.4 | i
Cc1ccc(NC(=O)COC(=O)CN2C(=O)NC(C)(C)C2=O)cc1S(=O)(=O)N1CCOCC1 | 3.5 | 49.0 | 2.1 | 3.0 | -0.3 | 0.8 | -6.9 | -6.9 | 41.0 | i
COc1ccc(S(=O)(=O)Nc2ccccc2C(=O)OC2CCCN(C)C2)cc1OC (centres undefined) | -7.7 | 11.3 | 0.6 | -2.7 | -2.5 | -2.2 | 6.2 | -5.8 | -5.9 | i
COc1ccc(/C=C(/NC(=O)c2ccc(Br)cc2)C(=O)N2CCOCC2)cc1 | -5.0 | 12.3 | 2.0 | 1.2 | -0.7 | -8.8 | 0.2 | -7.6 | 16.3 | i
COc1ccc(/C=N/NC(=O)CN(C)C(=O)OCc2ccccc2)cc1OC | -1.4 | 7.4 | -3.0 | 1.0 | 0.7 | 8.3 | -2.4 | -0.5 | -11.9 | i
CNc1ccc(Br)cc(C(=O)/C=C/c2cc(OC)ccc2OC)c1=O | 13.2 | 18.7 | 4.3 | 6.0 | 1.1 | 3.4 | 2.0 | 1.0 | 23.4 | i
CC12CC(NC(=O)N1CCc1ccccc1)c1ccccc1O2 (centres undefined) | -4.0 | 21.3 | 2.0 | 0.4 | -1.2 | -1.1 | 1.6 | 7.0 | 35.3 | i
COc1ccccc1CNC(=O)COC(=O)c1ccc(NC(N)=O)cc1 | 2.5 | 26.1 | 1.5 | -0.8 | 0.2 | 7.5 | -3.4 | -6.2 | -7.2 | i
Fc1ccc2nc(Nc3nc4c(s3)CCCC4)sc2c1 | -0.7 | -6.5 | -6.5 | -0.1 | 2.8 | -2.7 | -2.7 | -0.4 | 15.9 | i
O=C(CCN1C(=O)c2ccccc2S1(=O)=O)N1CCN(c2ccc(F)cc2)CC1 | -8.8 | -10.0 | . | -0.3 | -2.5 | 0.8 | -0.6 | 3.4 | 1.3 | i
Cc1ccnc(NC(=O)CCNC(=O)c2ccccc2Cl)c1 | -3.3 | 11.0 | -2.1 | 0.3 | 2.4 | 8.7 | -1.9 | 0.6 | 11.7 | i
COc1ccc(NC(=O)Cn2c(=O)oc3cc(S(=O)(=O)N4CCCC4)ccc32)c(OC)c1 | -8.0 | 32.1 | -0.8 | 1.3 | 6.9 | 13.6 | -2.0 | -0.1 | -20.1 | i
COc1cccc(=O)c2c(C)oc(C)c12 | . | 20.4 | 2.6 | -3.3 | 1.6 | . | -2.7 | -1.7 | . | .
CN(C)S(=O)(=O)c1cccc(NC(=O)Cc2ccc(Cl)cc2)c1 | -8.5 | -6.3 | 0.5 | 4.5 | -2.2 | 4.9 | -7.1 | 1.8 | 2.3 | i
CCn1nnc(NC(=O)COc2ccc([N+](=O)[O-])cc2)n1 | -0.7 | 12.5 | 2.9 | -11.2 | 3.1 | -6.7 | . | -7.8 | 3.8 | i
CCCC(=O)N(c1ccccc1)C1C=CS(=O)(=O)C1 (centres undefined) | 0.9 | 12.6 | 0.7 | -0.7 | -3.3 | -10.5 | -5.2 | 1.6 | 6.0 | i
O=C1CC(NS(=O)(=O)c2ccc3ccccc3c2)CN1c1ccccc1 (centres undefined) | 3.9 | 13.8 | . | 2.6 | -3.0 | 3.9 | -0.6 | . | 15.1 | i
CCOC(=O)N1CCN(C(=O)Nc2ccc(Cl)cc2Cl)CC1 | -4.5 | 32.1 | 3.7 | -1.7 | -0.1 | 3.1 | ? | 1.3 | -6.9 | i
COc1cc(NC(=O)CCn2c(=O)[nH]c3ccsc3c2=O)cc(OC)c1 | -6.3 | 37.1 | 3.8 | 0.1 | -1.7 | 0.1 | -2.8 | -4.3 | 9.1 | i
CCN(CC)S(=O)(=O)c1ccc(NC(=O)CCNC(=O)c2ccco2)cc1 | -1.3 | . | -0.6 | . | -1.1 | -0.3 | 3.7 | -5.1 | -5.1 | i
C=CCN=c1scc(C)n1/N=C/c1ccc(O)c(O)c1 | -11.7 | 14.0 | -2.1 | 1.3 | 1.2 | 3.7 | -2.5 | -2.1 | 6.4 | i
CCCCc1nc2cc(C(=O)N(C)C3CCOCC3)ccc2o1 | -0.9 | 8.1 | -0.1 | -1.1 | -0.1 | -3.5 | -4.7 | 5.9 | 13.8 | i
COc1ccc(/C=N/Nc2nnc(Cc3ccccc3)c(=O)[nH]2)cc1 | -4.9 | -6.7 | -2.2 | 0.8 | -0.7 | 6.8 | 6.3 | -10.4 | -5.2 | i
SMILES | HSF1 inhib | AI-2 QS mod | HSP90 inh | GSK3beta inhib | GSK3A inh | Platelet DG rel | HDAC3 inhib | DYRK1A inh | HSF1 activator | PolyA inhibitor
COc1ccc(CNC(=O)CCS(=O)(=O)c2ccc3c(c2)NC(=O)CS3)cc1 | 1.1 | . | 0.0 | -2.4 | 0.6 | 10.2 | 1.9 | 3.1 | 0.2 | i
Nc1cccc2cnccc12 | . | . | 11.0 | . | 1.8 | . | 4.1 | 20.9 | . | .
Cc1ccc2oc(C(=O)N(C)Cc3ccc(C)o3)c(C)c2c1 | 1.9 | 13.2 | 2.3 | -1.9 | -3.3 | 11.4 | 6.2 | 2.7 | 14.6 | i
Cc1ccc(Sc2ncccc2C(=O)NCC(c2ccc(F)cc2)N2CCOCC2)cc1C (centres undefined) | 4.3 | 12.8 | . | -0.6 | -1.5 | -0.1 | 3.9 | -4.9 | 14.3 | i
OCCNCc1cc(Br)ccc1OCc1ccccc1Cl | 1.9 | 23.2 | -1.7 | 1.6 | -1.1 | -11.7 | -6.4 | 2.7 | -7.5 | i
O=C(CSc1ncnc2ccccc12)N1CCCC1 | 8.6 | 43.2 | 0.7 | 0.2 | 0.1 | -0.1 | -0.3 | 10.5 | 5.3 | i
CCC(C)(C)n1nnnc1C(c1ccccc1)N1CCc2ccccc2C1 (centres undefined) | 11.3 | 11.2 | -7.0 | -3.3 | -0.6 | 1.0 | 3.2 | 16.9 | 29.5 | i
CCc1c(O)nc(SCC(=O)N2CCCCC2)n(-c2ccccc2C)c1=O | . | 8.7 | -0.7 | -0.5 | -6.1 | 7.4 | -8.3 | -2.1 | . | i
COc1ccccc1NC(=O)CSc1nc2ccccc2cc1Cc1ccccc1 | 5.3 | 4.6 | 30.5* | 0.4 | 4.1 | 8.4 | 0.2 | -9.7 | 11.1 | i
O=C(N/N=C/c1cc2c(cc1Cl)OCO2)c1ccc2c(c1)OCCO2 | -6.3 | 17.9 | -1.4 | 6.3 | -2.6 | -19.3 | 1.7 | -5.7 | 24.3 | i
COC(=O)c1ccc(C(=O)N(CCN(C)C)c2nc3c(Cl)cccc3s2)cc1 | -1.2 | 4.8 | -0.6 | -0.6 | -1.5 | 2.3 | . | . | -3.8 | i
O=C(COc1cccc2cccnc12)NNC(=S)Nc1ccccc1 | 2.1 | 5.5 | -1.7 | -2.8 | -1.4 | -3.7 | -1.7 | . | 2.8 | i
COc1ccc(/C(N)=N/OC(=O)CCCc2ccccc2)cc1 | 14.6 | 748.7 | -2.3 | -0.4 | -2.0 | 0.1 | . | 3.9 | 16.6 | i
Cc1ccc(OCC(=O)O/N=C(\N)Cc2ccc([N+](=O)[O-])cc2)cc1C | 3.9 | -29.7 | -0.7 | -2.5 | 3.7 | -5.3 | 5.8 | 1.0 | 2.5 | i
C=C(C)C1Cc2cc3ccc(=O)oc3cc2O1 (centres undefined) | 7.0 | 10.7 | -2.1 | -0.8 | -1.0 | 0.5 | -90.6 | 4.8 | 1.0 | i
Cc1ccc(-n2[nH]c(C)c(/C=N/c3ccccn3)c2=O)cc1 | 5.7 | 7.2 | 3.1 | 1.7 | -4.1 | -0.4 | 5.4 | 2.4 | 21.8 | i
CCNC(=O)NC(=O)C(C)Sc1ccc2c(c1)OCCO2 (centres undefined) | . | . | -4.0 | . | -2.5 | . | -1.0 | 7.0 | . | .
O=C(c1cc([N+](=O)[O-])ccc1N1CCN(S(=O)(=O)c2ccc(Cl)c(Cl)c2)CC1)N1CCOCC1 | -0.4 | 9.7 | -2.4 | -12.2 | -2.7 | -17.2 | 0.8 | -4.8 | 28.7 | i
COCCNc1nc(Cl)c(C#N)s1 | 0.7 | 14.2 | -2.6 | -2.5 | -3.8 | -12.2 | 0.1 | -2.6 | 6.7 | i
O=C(CSc1nnc(-c2ccc([N+](=O)[O-])cc2)o1)Nc1ccccn1 | 6.0 | 8.0 | 4.4 | 0.8 | 5.4 | -2.8 | -7.3 | 2.2 | 9.2 | i
Cc1ccc(CNC(=O)CO/N=C/c2ccc(C(C)(C)C)cc2)cc1 | -1.6 | 5.5 | -2.5 | 2.2 | 4.0 | -4.2 | 0.0 | 6.1 | -2.4 | i
O=C(Cn1cnc2ccccc21)c1ccc(Cl)cc1 | 17.9 | -0.4 | 0.9 | -2.4 | 0.3 | 5.3 | -0.9 | 0.6 | 30.5 | i
Clc1ccccc1Cc1noc(CN2CCCCC2c2ccccn2)n1 (centres undefined) | -5.5 | 5.9 | -0.2 | 3.8 | . | 0.4 | 1.3 | 3.1 | 5.9 | i
O=C(Nc1cccc2ncccc12)c1cc2ccccc2o1 | 7.5 | 3.4 | 3.8 | -1.5 | -0.7 | 6.3 | -4.4 | 5.2 | -4.7 | i
O=S(=O)(c1ccccc1)N1CCN(c2nc3ccccc3s2)CC1 | 12.6 | 10.6 | 0.0 | -0.1 | 3.2 | -1.2 | -5.9 | -3.4 | 27.1 | i
CCCCC(CCC(=O)Nc1ccn(-c2ccccc2)n1)C(=O)O (centres undefined) | -11.6 | 19.3 | 3.0 | 3.2 | -3.1 | -17.1 | . | 3.6 | 4.6 | i
COc1ccccc1N1CCN(C(=O)C2CCN(S(=O)(=O)c3ccccc3)CC2)CC1 | -5.7 | -2.1 | 4.2 | -0.7 | 1.1 | 0.2 | -2.7 | . | 2.9 | i
COc1ccc(NC(=O)c2cccc(S(=O)(=O)N(C)c3ccccc3)c2)cn1 | -3.0 | 27.5 | 0.4 | 0.0 | -0.7 | -4.5 | 12.7 | 1.7 | -16.3 | i
CCOC(=O)c1c(N/N=C/c2cccnc2)n[nH]c1C | 12.0 | 15.7 | 0.3 | -3.2 | 0.9 | -16.5 | 8.2 | . | 14.3 | i
